High-throughput results as filed in PubChem.
PP1 counter: counter-screen for PP5 inhibitors: inhibitors of human PP1-alpha; purified PP1alpha, OMFP fluorescence; P62136; inhibition, % at 6.7 µM; 0.9% of 320,000 active;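 active = inhibition above the mean inhibition of all tested compounds plus 3 SD, computed separately for each screening campaign, cut at about 15% in these data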
Target sequence (P62136 whole entry, looked up): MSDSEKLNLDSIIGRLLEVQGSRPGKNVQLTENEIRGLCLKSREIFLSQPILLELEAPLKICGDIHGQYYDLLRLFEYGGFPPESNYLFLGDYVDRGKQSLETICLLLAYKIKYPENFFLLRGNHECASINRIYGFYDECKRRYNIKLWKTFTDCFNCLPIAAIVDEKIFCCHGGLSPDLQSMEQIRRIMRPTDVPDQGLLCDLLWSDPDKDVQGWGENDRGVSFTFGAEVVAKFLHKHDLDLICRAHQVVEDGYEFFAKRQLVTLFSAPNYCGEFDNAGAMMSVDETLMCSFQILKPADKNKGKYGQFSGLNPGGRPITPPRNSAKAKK
proCasp3 act: procaspase-3 (human) activation; recombinant procaspase-3 D3A, Ac-DEVD-pNA absorbance 405 nm; 0.11% of 330,000 active; activation, % at 8.5 µM; P42574; AID 463141;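 active = activation above the mean of all tested compounds plus 3 SD, cut at about 21% in these data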;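 note: 0% = DMSO alone and 100% = DMSO wells spiked with extra 5 µM PC-3 D3A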
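Assay system – Procaspase-3 D3A mutant, all three cleavage aspartates alanine · Controls – DMSO-only low control, 5 µM PC-3 D3A high control · Schedule – 1 h compound preincubation, 2 h substrate hydrolysis at 25 °C · Signal – 405 nm absorbance of p-nitroaniline, reads at 0 and 120 min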
VLA-4 inh: inhibition in a human VLA-4 binding assay. P13612. VLA-4 expressing cells, ligand binding flow cytometry. inhibition, % (about 7 µM as worked out from the volumes in the protocol). 0.2% of 330,000 active. AID 2557; in the data active = inhibition above about 50%
core dimer inh: blocks dimerization of HCV core protein. TR-FRET GST/Flag-core106 dimerization, 1536-well. inhibition, % at 5 µM. 0.33% of 300,000 active. AID 1899;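 active = inhibition above the mean of all tested compounds plus 3 SD, set per screening campaign, cut at about 45% in these data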
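System – GST-tagged and Flag-tagged HCV core protein residues 1-106 · Repeats – one well for each compound · Technique – TR-FRET 671 and 617 nm emission · Doses – one concentration, 5 µM, in 0.5% DMSO · Times – 4 h, 22.5 °C incubation · Also added – Eu donor and XL665 acceptor anti-tag antibodies · Measure – percent inhibition of core106 dimerization signal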
procasp7 counter: activates human procaspase-7, counter-screen for procaspase-3 activators; recombinant procaspase-7, Ac-DEVD-pNA absorbance 405 nm; D23A/D198A/D206A triple mutant, cannot self-cleave; scale: DMSO 0, 5 µM enzyme 100; AID 463210; 0.093% of 330,000 active; P55210; activation, % at 8.5 µM;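 active = percent activation above the screen-wide mean plus 3 SD, cut at about 25% in these data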
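Replicates: singlicate. Assay system: Procaspase-7 triple mutant (PC-7 D3A). Signal: 405 nm absorbance of p-nitroaniline. Times: 1 h preincubation, 2 h reaction. Buffer or medium: Zinc-free HEPES pH 7.4 with 300 mM NaCl, 0.01% Triton X-100. Also added: DEVD-pNA substrate. Benchmarks: DMSO wells as 0%, DMSO with 5 µM added PC-7 as 100%.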
GRK2 inh: blocks RNA aptamer binding to human GRK2; bead flow cytometry, FAM-aptamer displacement from GRK2; 0.59% of 330,000 active; inhibition of aptamer binding, % at 10 µM;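 active = inhibition of aptamer binding above 40%, roughly 3 SD of noise, on plates passing a quality check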;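 note: median bead fluorescence of bound FAM aptamer so fluorescent compounds give negative values; no value below 0 was filed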
Target sequence (P25098 whole entry, looked up): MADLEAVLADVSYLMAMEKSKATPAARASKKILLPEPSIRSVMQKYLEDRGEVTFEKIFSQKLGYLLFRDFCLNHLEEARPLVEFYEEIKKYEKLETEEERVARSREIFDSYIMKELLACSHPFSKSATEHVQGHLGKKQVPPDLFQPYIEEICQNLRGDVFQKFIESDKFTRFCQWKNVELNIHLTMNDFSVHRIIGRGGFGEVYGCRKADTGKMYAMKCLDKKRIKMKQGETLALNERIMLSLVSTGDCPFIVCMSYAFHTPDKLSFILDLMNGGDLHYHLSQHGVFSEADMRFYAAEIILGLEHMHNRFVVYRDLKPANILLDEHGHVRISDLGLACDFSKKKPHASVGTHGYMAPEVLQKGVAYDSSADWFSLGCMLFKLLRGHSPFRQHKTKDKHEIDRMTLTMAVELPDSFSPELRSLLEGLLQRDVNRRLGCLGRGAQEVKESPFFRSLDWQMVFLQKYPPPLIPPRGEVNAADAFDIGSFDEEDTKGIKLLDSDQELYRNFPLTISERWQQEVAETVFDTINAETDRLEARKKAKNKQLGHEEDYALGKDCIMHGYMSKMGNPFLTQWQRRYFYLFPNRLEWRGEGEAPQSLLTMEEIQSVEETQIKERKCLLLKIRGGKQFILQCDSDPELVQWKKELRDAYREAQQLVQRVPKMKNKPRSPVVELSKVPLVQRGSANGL
CTSL1 counter: counter-screen for PFM18AAP inhibitors: inhibitors of F. hepatica cathepsin L1; inhibition, % at 5.96 µM; 0.49% of 300,000 active; recombinant F. hepatica cathepsin L1, Z-Leu-Arg-MCA fluorescence;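 active = inhibition above the mean of all tested compounds plus 3 SD, set per screening campaign, cut at about 17% in these data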;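 note: 0% = plate median of test compound wells and 100% = 1 µM Z-Phe-Ala-diazomethylketone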
PP5 primary: blocks human protein phosphatase 5 activity; P53041; purified PP5c, OMFP substrate fluorescence; inhibition, % at 6.7 µM; 0.18% of 320,000 active; AID 1987;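 active = inhibition above the campaign's mean inhibition across all tested compounds plus 3 SD, cut at about 9.5% in these data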;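 note: 0% = DMSO only and 100% = 100 µM cantharidin control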
GASC-1 inh: blocks human GASC-1 demethylase activity | Q9H3R0 | GST-JMJD2C(1-420) H3K9me3 demethylation, DELFIA europium | inhibition, % at 2.35 µM | 0.069% of 330,000 active | AID 2099;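 active = more than half of a compound's replicate wells show inhibition beyond 50%, single wells judged on their own value; inconclusive = some, but no more than half, of replicates pass 50% inhibition; inactive = no replicate passes 50% inhibition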;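 note: signal counts dimethyl H3K9 product captured on neutravidin plate; 0% = median of DMSO wells and 100% = 0.3 times that DMSO median; strong numbers were not always called active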
* hit, by the source's call; i = inactive; ? = inconclusive; / = no result given; & = joins results of further samples.

Field names – A = PP1 counter; B = proCasp3 act; C = VLA-4 inh; D = core dimer inh; E = procasp7 counter; F = GRK2 inh; G = CTSL1 counter; H = PP5 primary; I = GASC-1 inh
O=C(O)c1ccccc1NC(=S)NC(NC(=O)c1ccccc1[N+](=O)[O-])C(Cl)(Cl)Cl (centres undefined)
  A = -6; B = 0; C = 0; D = 3; E = -11; F = 0; G = -4; H = 2.3; I = 50

O=C(NCCCN1CCc2ccccc2C1)C1CCN(c2nnc(-n3cccc3)s2)CC1
  A = 9; B = 4; C = 22; D = 4; E = 9; F = 0; G = 4; H = 0.7; I = 0

O=C(Nc1cccnc1)Nc1ccccn1
  A = -2; B = -1; C = 2; D = 3; E = 1; F = 0; G = 0; H = -0.4; I = -4

CCOCCCNC(=O)c1cc(Sc2nnc(C)s2)nc2ccccc12
  A = -2; B = 5; C = 2; D = 1; E = 2; F = 1; G = 2; H = 1.3; I = 14

CC(=O)Nc1ccc(NC(=O)CSC2=NS(=O)(=O)c3cc(F)ccc3N2)cc1
  A = -4; B = -7; C = 1; D = -1; E = 8; F = 0; G = -2; H = -0.7; I = 5

Cc1ccc(SCC(=O)NCCC2=CCCCC2)cc1
  A = -3; B = 10; C = 15; D = 0; E = 9; F = 45*; G = 4; H = 0.4; I = -8

Cc1ccc(C2(c3ccccc3)NC(=O)N(CC(=O)N3CC(=O)Nc4ccccc43)C2=O)cc1C (centres undefined)
  A = -1; B = -1; C = -1; D = /; E = 5; F = 1; G = /; H = 2.8; I = /

CCC(C)Nc1cc(C)c(C#N)c2nc3ccccc3n12 (centres undefined)
  A = 0; B = 0; C = 11; D = 5; E = -2; F = 0; G = 1; H = 2.6; I = 11

Cc1onc(-c2ccccc2Cl)c1C(=O)N(Cc1ccc(N(C)C)cc1)C(C)C
  A = 0; B = -3; C = 9; D = -6; E = -2; F = 0; G = 3; H = 1.5; I = 6

COCCN1CC(CNC(=O)c2cc(COc3ccc(C)c(C)c3)on2)CC1=O (centres undefined)
  A = -3; B = 1; C = 2; D = -2; E = 9; F = 0; G = -1; H = 2.6; I = 8

The list goes on:
Field names – A = PP1 counter; B = proCasp3 act; C = VLA-4 inh; D = core dimer inh; E = procasp7 counter; F = GRK2 inh; G = CTSL1 counter; H = PP5 primary; I = GASC-1 inh
Cc1ccc(-n2ncc3c2CC(C)(C)CC3NC(=O)c2ccncc2)cc1 (centres undefined)
  A = 4; B = -6; C = -7; D = 13; E = 10; F = 1; G = 2; H = 1.4; I = -3

CC(=O)N/C(=C\c1ccccc1)C(=O)OCC(=O)NC(=O)c1ccccc1
  A = -6; B = 6; C = 11; D = -3; E = 0; F = 0; G = 5; H = -0.8; I = 7

CNc1ccccc1C(C)(C)c1cc(-c2ccc(F)cc2)no1
  A = 1; B = 14; C = 11; D = -6; E = 3; F = 3; G = 0; H = 3.0; I = -10

CCn1c(/C=C/c2cc(Br)ccc2O)nc2ccccc2c1=O
  A = 0; B = -12; C = 8; D = 9; E = -31; F = 3; G = 1; H = 2.2; I = ?

CC(NS(=O)(=O)c1cc2c3c(c1)CCC(=O)N3CCC2)c1ccccc1 (centres undefined)
  A = 0; B = 5; C = 5; D = 1; E = -3; F = 1; G = 2; H = -2.1; I = -36

CC1=C(C(=O)OCC2CCCO2)C(c2ccncc2)C2=C(CCCC2=O)N1 (centres undefined)
  A = -5; B = 1; C = 92*; D = -4; E = -3; F = 2; G = 3; H = 3.6; I = 7

N#CCSc1ccccc1NC(=O)COc1ccc(-c2nnco2)cc1
  A = -2; B = 3; C = i; D = /; E = 3; F = 0; G = /; H = -1.5; I = /

Cc1cc(C)c(C)c(S(=O)(=O)NC(C(=O)NCCc2ccco2)C(C)C)c1C (centres undefined)
  A = -1; B = -7; C = 5; D = /; E = 0; F = 7; G = /; H = -0.3; I = 0

CCN1C(=O)C(CC(=O)Nc2ccccc2)N(Cc2ccccn2)C1=S (centres undefined)
  A = 1; B = 6; C = 5; D = 3; E = -9; F = 1; G = -6; H = -0.8; I = -4

C#CCOCCOCCOCCNc1nc(N2CCN(C(=O)[C@H](CCCN=C(N)N)n3cc(C(N)[C@@H](C)CC)nn3)CC2)nc(N2CCN(C(=O)[C@H](CCCCN)n3cc([C@@H](N)[C@H](C)CC)nn3)CC2)n1 (some centres undefined)
  A = /; B = 0; C = 8; D = /; E = -2; F = 0; G = /; H = /; I = 15

Next part:
Field names – A = PP1 counter; B = proCasp3 act; C = VLA-4 inh; D = core dimer inh; E = procasp7 counter; F = GRK2 inh; G = CTSL1 counter; H = PP5 primary; I = GASC-1 inh
O=C(OCC(=O)N1CCCc2ccccc21)c1cccnc1Cl
  A = 1; B = 3; C = 12; D = -3; E = -1; F = 0; G = -3; H = 2.1; I = 3

COC(=O)c1ccc(CSc2nnc(N)s2)cc1
  A = 0; B = 1; C = 4; D = 0; E = 1; F = 2; G = 5; H = 2.5; I = -3

CCOc1cc(CNCc2ccccn2)cc(Cl)c1OCC
  A = -3; B = -6; C = 6; D = -1; E = 7; F = 0; G = -3; H = -1.8; I = -2

COc1ccc2[nH]c(=O)c(CN(Cc3ccc(C)cc3)Cc3nnnn3CC3CCCO3)cc2c1 (centres undefined)
  A = 0; B = -9; C = 24; D = 8; E = 9; F = 2; G = 0; H = 2.6; I = -2&-4

COc1cc(C(=O)NNC(=O)c2cc(S(=O)(=O)N(C)C)ccc2N2CCCC2)cc(OC)c1OC
  A = 1; B = -4; C = 3; D = /; E = -6; F = 2; G = /; H = -1.7; I = 2

CC1CCCCC1NC(=O)CCS(=O)(=O)c1ccc2c(c1)NC(=O)CS2 (centres undefined)
  A = -1; B = 1; C = 4; D = 11; E = -2; F = 3; G = -7; H = 2.5; I = 0

Cc1ccc(C)c(CN2C(=O)COc3ccccc32)c1
  A = -3; B = 2; C = -7; D = -1; E = -4; F = 0; G = 3; H = -4.7; I = -6

Cc1[nH]c2ccccc2c1C(=O)C(=O)N1CCN(c2ccccc2)CC1
  A = -4; B = -5; C = 8; D = -10; E = 2; F = 0; G = 1; H = -0.1; I = -1

COc1ccc(OCc2nnc(SCC(=O)NCC3CCCO3)n2N)cc1 (centres undefined)
  A = /; B = -12; C = 3; D = /; E = -22; F = 5; G = /; H = /; I = 5

N#CC1=C(N)N2C(=C(C#N)C13CCN(Cc1ccccc1)CC3)Nc1ccccc12
  A = -2; B = 9; C = 4; D = 5; E = 15; F = 0; G = 2; H = 1.0; I = -1

Continuation:
Fields: PP1 counter | proCasp3 act | VLA-4 inh | core dimer inh | procasp7 counter | GRK2 inh | CTSL1 counter | PP5 primary | GASC-1 inh
> O=C(NCc1ccc(F)cc1)c1cc(S(=O)(=O)N2CCOCC2)ccc1F
 : -2 | -6 | -4 | -3 | -2 | 0 | 2 | 0.9 | 3
> CCOC(=O)NN1C(=O)c2ccccc2NC1c1ccccc1O (centres undefined)
 : -4 | 9 | 8 | -9 | 0 | 4 | 0 | -0.8 | -16
> O=C(Nc1ccccc1)N1CCSc2cc(Cl)ccc21
 : -1 | 1 | -2 | 0 | 12 | 1 | 4 | 1.3 | 4
> CCOC(=O)c1ccc(N=C2SC(C(=O)NC)CC(=O)N2CCc2ccccc2)cc1 (centres undefined)
 : -2 | 8 | 2 | -2 | -1 | 4 | -1 | 3.1 | -1
> CCc1ccccc1NC(=S)NCc1ccc2c(c1)OCO2
 : -4 | 10 | -3 | -1 | 4 | 7 | -2 | 1.2 | -2
> Cc1cc(N2CCN(C)CC2)nc2ccc(NC(=S)NCCN3CCc4ccccc4C3)cc12
 : 0 | 3 | -2 | 3 | -5 | 0 | 10 | 1.3 | 7
> Cc1cccc(NC(=O)COc2ccccc2C)n1
 : -1 | -4 | 2 | 1 | 5 | 1 | -3 | 2.0 | ?
> COc1ccc2c(C)c(CC(=O)N3CCN(C(=O)C4COc5ccccc5O4)CC3)c(=O)oc2c1 (centres undefined)
 : -5 | 2 | 12 | 12 | 0 | 2 | 3 | 0.7 | 11
> CNS(=O)(=O)c1ccc(C)cc1
 : -2 | 7 | 0 | 8 | 14 | 2 | 0 | -1.6 | 4
> Cc1nn(Cc2c(Cl)cccc2Cl)c(Cl)c1/C=N/NC(=O)c1cccnc1
 : 1 | 0 | -3 | -5 | 12 | 0 | 0 | 4.7 | 4
> Cc1onc(C(=O)Nc2ccc3c(c2)OCO3)c1[N+](=O)[O-]
 : -5 | -18 | -2 | 5 | -27 | 2 | 3 | -0.3 | -27
> COc1ccc(N(CC(=O)Nc2ccccc2OC)S(=O)(=O)c2ccccc2)cc1Cl
 : -1 | -9 | -1 | 9 | -1 | / | 1 | 3.1 | 7
> COc1cc(OC)cc(C(=O)Nc2ccc(-n3cnnn3)c(C)c2)c1
 : -3 | 10 | 5 | 1 | 4 | 0 | -1 | 0.9 | 89*
> O=C(CN1CCN(C(C(=O)Nc2ccc(Cl)cc2C(F)(F)F)c2ccccc2)CC1)NC1CC1 (centres undefined)
 : -5 | 2 | -10 | / | 5 | 0 | / | 0.3 | 5
> Cc1nn(C(=O)CNC(=O)c2ccccc2)c(C)c1C
 : -3 | -3 | 18 | -1 | 6 | 0 | 4 | 0.5 | -4
> CC(=O)c1c(O)c(C)c(-c2ccccc2)n(-c2ccccc2)c1=O
 : 0 | -5 | -8 | 13 | 3 | 0 | 0 | -1.8 | 18
> CCOC(=O)C(Cc1ccc(NC(=O)/C(=C/c2ccccc2)NC(=O)c2ccccc2)cc1)N1C(=O)c2ccccc2C1=O (centres undefined)
 : 7 | 11 | 0 | 58* | 2 | 1 | 1 | 0.0 | -15
> Cc1ccc(-c2nc(SCC(=O)Nc3ccccc3OC(F)F)c3c(C)c(C(=O)O)sc3n2)cc1
 : 52* | -2 | 3 | 33 | 5 | 2 | 5 | 4.1 | 4
> CC1(C)Cc2c(ccc3ccccc23)C(c2cc3ccccc3oc2=O)=N1
 : 3 | 2 | 49 | -1 | -3 | 0 | 4 | -0.1 | -2
> c1ccc(-c2cc3c(nn2)CCc2nonc2-3)cc1
 : -5 | 0 | 21 | -3 | 10 | 0 | -2 | 0.8 | 8
> CCN1C(=O)CC(Sc2ccccc2C(=O)O)C1=O (centres undefined)
 : -15 | -2 | -5 | -1 | -29 | 2 | 4 | 3.0 | -2
> CC1CCN(C(=O)c2ccc3c(c2)OCCO3)CC1
 : -3 | 0 | 1 | 5 | 1 | 3 | -2 | 2.2 | -2
> O=C(NC1CCCC1)C(c1cccs1)N(C(=O)c1csnn1)c1ccccc1F (centres undefined)
 : 2 | -4 | 4 | 7 | -2 | 3 | -2 | 1.0 | 0
> Cc1noc(C)c1COc1ccccc1C(=O)N(C)CC(=O)Nc1cccc(F)c1
 : -2 | -1 | 10 | 0 | 6 | 1 | 1 | 2.5 | -5
> COc1ccc(N=C2SC(CC(=O)Nc3ccccc3)C(=O)N2CCc2ccccn2)cc1 (centres undefined)
 : -1 | 5 | -12 | 1 | -1 | 1 | 2 | 1.0 | -3
